esBAF inh: blocks esBAF chromatin remodeling in mouse ES cells; 350,000 compounds, 2% hits; reporter increase, % at 12.5 µM; Bmi1-luciferase knock-in reporter, 24 h; 100% = twice the neutral-well signal; AID 602393; in the data active = activation above about 40%;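 also: 0% = median of the plate's neutral control wells and 100% = double that signal; a rise in the Bmi1 reporter signal indicates esBAF inhibition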
ARNT-TACC3 inh: disruptors of human ARNT/TACC3 interaction; Q9Y6A5; AlphaScreen His-ARNT PAS-B/GST-TACC3 binding, luminescence; TACC3 fragment carries E629A point mutation; inhibition, % at 9.99 µM; 390,000 compounds, 0.66% hits;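 active = mean inhibition of replicates at least 50% and at least half of replicates each reaching 50%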;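 also: 0% = complete ARNT plus TACC3 wells and 100% = ARNT alone without TACC3; many hits fall short of the cut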
PglD DTNB: PglD (C. jejuni) enzyme inhibition | purified PglD enzyme, DTNB colorimetric CoA detection | inhibition, % at 12.5 µM | 360,000 compounds, 0.098% hits; in the data active = inhibition above about 16%, passing the limit was not always enough; also: strong numbers were not always called active
ERp5 inh: blocks human ERp5 reductase activity on insulin | Q15084 | ERp5 insulin aggregation, absorbance 650 nm, 90 min | inhibition, % at 9.99 µM | 350,000 compounds, 0.05% hits | AID 651711;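 active = mean replicate inhibition above about 25%, with every replicate also reaching it, limit read from the data, passing the limit was not always enough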
Casp6 inh: caspase-6 (human) enzyme inhibition; P55212; purified caspase-6, Z-VEID-R110 cleavage fluorescence; inhibition, % at 12.5 µM; 350,000 compounds, 0.53% hits;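 active = mean inhibition across replicates at least about 35%, with every replicate also reaching that limit, limit read from the data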;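 also: 0% = median of neutral control wells and 100% = no fluorescence left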
Target sequence (P55212 24-179 limits assumed): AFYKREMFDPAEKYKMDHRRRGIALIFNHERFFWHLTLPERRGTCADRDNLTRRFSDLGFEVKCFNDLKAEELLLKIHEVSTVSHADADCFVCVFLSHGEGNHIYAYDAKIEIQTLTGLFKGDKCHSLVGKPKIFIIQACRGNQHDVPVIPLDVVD
Target sequence (P55212 194-293 limits assumed): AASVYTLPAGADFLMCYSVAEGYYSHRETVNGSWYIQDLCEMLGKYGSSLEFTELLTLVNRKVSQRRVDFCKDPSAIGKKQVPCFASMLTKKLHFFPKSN
RAD52 anneal inh: blocks human RAD52 DNA annealing. 360,000 compounds, 0.46% hits. P43351. inhibition, % at 18.7 µM. recombinant RAD52 DNA annealing, FRET fluorescence;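 active = every replicate showing at least 50% inhibition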
Target sequence (P43351 whole entry, looked up): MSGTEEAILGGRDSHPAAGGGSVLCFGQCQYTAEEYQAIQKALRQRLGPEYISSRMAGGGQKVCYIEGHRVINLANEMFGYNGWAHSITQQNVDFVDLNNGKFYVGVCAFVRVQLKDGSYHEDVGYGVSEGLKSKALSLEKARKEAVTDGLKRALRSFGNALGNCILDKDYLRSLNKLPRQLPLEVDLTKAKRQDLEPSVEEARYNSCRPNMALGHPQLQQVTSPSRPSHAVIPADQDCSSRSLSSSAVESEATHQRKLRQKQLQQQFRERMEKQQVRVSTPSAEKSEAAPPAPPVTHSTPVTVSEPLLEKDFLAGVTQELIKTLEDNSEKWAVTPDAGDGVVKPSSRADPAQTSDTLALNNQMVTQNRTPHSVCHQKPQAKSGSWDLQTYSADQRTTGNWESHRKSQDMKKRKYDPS
RAD54 inh: inhibitors of human RAD54 branch migration; Q92698; RAD54 Holliday junction branch migration, FAM/BHQ fluorescence; inhibition, % at 10.4 µM; 360,000 compounds, 0.14% hits;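 active = mean normalized replicate activity at least 40 and at least half of replicates scoring 40 or more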;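 also: 0% = median of neutral control wells and 100% = median of positive control wells; inhibitors cause a drop in the FAM fluorescence signal; in these data hits start at about 50%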
E-selectin induc: induces E-selectin expression in human endothelial cells. 260,000 compounds, 0.37% hits. P16581. HUVEC E-selectin immunofluorescence imaging; normalized: neutral wells 0, TNF-alpha wells 100. AID 686992. activation, % at 7.58 µM;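 active = mean E-selectin-positive cell signal at least 10% of the positive control, reached in at least 60% of replicates, without over 20% cell loss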;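 also: in these data hits start at about 27%; measured in HUVEC primary endothelial cells; signal is the percent of cells scored E-selectin positive by PE staining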
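System: HUVEC, human umbilical vein endothelial cells; quantity: 3,000 cells/well; buffer or medium: EGM-2 medium, gelatin-coated wells; dosing: single-point compound dose; detection: immunofluorescence imaging; evaluation: % PE-positive cells; benchmarks: TNF-alpha, DMSO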
Active calls of the source: *; . = not tested or not shown.

molecule,esBAF inh,ARNT-TACC3 inh,PglD DTNB,ERp5 inh,Casp6 inh,RAD52 anneal inh,RAD54 inh,E-selectin induc
COc1ccc(CNC(=O)/C=C/[C@H]2O[C@@H](n3cc(C)c(=O)[nH]c3=O)C[C@@H]2O)cc1,4,.,-2,1,0,-16,3,0.9
Cn1c(SCC(=O)N2CCN(c3ccccc3)CC2)nnc1-c1ccco1,3,-6,3,.,.,.,3,.
CN(CCCNS(=O)(=O)c1cccc2cccnc12)Cc1ccccc1,-6,-3,3,1,-10,-31,0,.
Cc1cc2nc(-c3nnnn3C3CCCCC3)c(=O)[nH]c2cc1C,.,.,.,-3,2,-15,.,5.2
OCC1(CCOc2ccccc2)CCN(Cc2cccn2-c2ncccn2)CC1,-6,2,.,-1,-6,-5,.,.
CC(NC(=O)c1c(F)cccc1Cl)c1ccc(-n2ccnc2)cc1 (centres undefined),0,.,-1,-4,-3,-9,4,.
CC(=O)c1c(C)[nH]c(C(=O)NC2=NCCS2)c1C,20,-3,0,.,.,.,-3,.
C/C(=N\NC(=O)c1ccc(NS(=O)(=O)c2cccs2)cc1)c1ccc(O)cc1O,-5,23,1,-2,0,-24,-17,.
C/C=C/c1ccc([C@@H]2[C@H](CO)N[C@H]2CN(C(=O)c2ccccc2F)C(C)C)cc1,-3,7,0,-6,.,-56,4,0.0
COc1ccc(OC)c(S(=O)(=O)NC2CCCCC2)c1,-4,2,-1,-2,-3,-15,4,.
Nc1[nH]c(C(=O)c2ccc(Br)cc2)c(-c2ccc(Br)cc2)c1C(=O)NCc1ccc(-c2ccccc2)cc1,.,.,.,6,2,-26,.,-0.1
Cc1cc(C)c(S(=O)(=O)Nc2ccccc2C(=O)N2CCOCC2)c(C)c1,-1,.,-5,1,2,-14,-13,.
CN(C(=O)/C=C/c1ccc2c(c1)OCO2)c1ccccc1,53*,-7,-4,-1,4,-4,-4,-0.1
Cc1cc(C)nc(NC(=NCCc2c[nH]c3ccccc23)NC(=O)C(C)(C)C)n1,1,1,1,2,-3,-3,-7,-0.3
COc1ccc(S(=O)(=O)N(C)C[C@@H]2Oc3ncc(C#CC4(O)CCCC4)cc3C(=O)N([C@@H](C)CO)C[C@H]2C)cc1,4,-4,4,-1,1,0,12,22
CC(C)(C)NC(=S)NCCc1ccccc1,.,0,5,.,.,.,-3,2.2
Cc1ccc(C)c(S(=O)(=O)N2CCN(C(=O)Cn3[nH]c(=O)c4ccccc4c3=O)CC2)c1,-4,-3,1,1,-2,-6,5,-1.8
CCOC(=O)c1sc(NC(=O)Cn2nnc3sc4c(c3c2=O)CCC(C(C)(C)C)C4)nc1C (centres undefined),.,-17,-2,6,1,-23,5,.
O=C(CC1CC1)Nc1ccc2c(c1)[C@H]1C[C@H](CC(=O)NC3CCCC3)O[C@@H](CO)[C@H]1O2,2,0,2,-2,-3,3,6,-0.4
C[C@H]1COc2cccc(N3CCN(Cc4ccccc4F)CC3)c2S(=O)(=O)N1,.,.,.,0,-2,-8,.,0.1

A different layout for some results above:
> COc1ccc(CNC(=O)/C=C/[C@H]2O[C@@H](n3cc(C)c(=O)[nH]c3=O)C[C@@H]2O)cc1
- esBAF inh: 4
- ARNT-TACC3 inh: .
- PglD DTNB: -2
- ERp5 inh: 1
- Casp6 inh: 0
- RAD52 anneal inh: -16
- RAD54 inh: 3
- E-selectin induc: 0.9
> Cn1c(SCC(=O)N2CCN(c3ccccc3)CC2)nnc1-c1ccco1
- esBAF inh: 3
- ARNT-TACC3 inh: -6
- PglD DTNB: 3
- ERp5 inh: .
- Casp6 inh: .
- RAD52 anneal inh: .
- RAD54 inh: 3
- E-selectin induc: .

esBAF inh: hit marks shown above
SMILES,esBAF inh,ARNT-TACC3 inh,PglD DTNB,ERp5 inh,Casp6 inh,RAD52 anneal inh
CN(C(=O)/C=C/c1ccc2c(c1)OCO2)c1ccccc1,53*,-7,-4,-1,4,-4

(continued)
molecule,esBAF inh,ARNT-TACC3 inh,PglD DTNB,ERp5 inh,Casp6 inh,RAD52 anneal inh,RAD54 inh,E-selectin induc
S=C1NC(c2ccccc2)=NCN1c1ccccc1,58*,2,2,.,.,.,-13,.
NC(c1csc(Nc2cc(Oc3ccccc3)ncn2)n1)C1CCCCC1 (centres undefined),-4,.,0,-1,0,-110,3,-0.2
O=C(CCCN=C1NS(=O)(=O)c2ccccc21)OCC(=O)c1ccccc1,4,6,-3,3,5,-6,-8,.
COc1ccc(S(=O)(=O)N2CC(=O)Nc3ccccc32)cc1C,0,0,-2,0,-6,-7,1,0.0
N#CC1=C2SCN(Cc3ccccc3)CN2C(=O)CC1c1ccc2c(c1)OCO2 (centres undefined),17,2,0,2,1,-17,3,.
CCOC(=O)c1[nH]c(C)c(C(=O)OCC(=O)NCc2ccc(OC)c(OC)c2)c1C,-1,0,-5,-33,-1,-9,9,.
N#Cc1c(NC(=O)c2ccncc2)sc2c1CCC2,.,-3,.,8,34,-20,.,.
C[C@@H](NC(=O)C[C@H]1CC[C@H](NS(=O)(=O)c2cccc(F)c2)[C@H](CO)O1)c1ccccc1,-3,-2,2,0,4,2,0,-0.3
COc1ccccc1NC(=O)N1CCCCN2[C@H](CO)[C@H](c3ccc(-c4cccc(F)c4)cc3)[C@H]2C1,-2,-1,1,2,0,3,-3,0.2
O=C(O)CCCC(=O)Nc1cccc(C(=O)Nc2ccccc2C(=O)O)c1,-7,-13,-3,13,7,-16,1,.
O=C1CSC(=Nc2cccc([N+](=O)[O-])c2)N1,3,12,-1,-2,2,-6,4,0.3
COc1ccc(S(=O)(=O)N2CCOCC2)cc1NC(=O)CN1CCCCCC1,.,0,-4,2,-2,-22,2,1.9
Cc1sc2nc(CSCC(=O)N(CCC#N)c3ccccc3F)[nH]c(=O)c2c1C,2,-1,1,4,-94,-44,-7,.
C[C@@H]1CCCCO[C@@H](CN(C)C(=O)c2ccccc2)[C@H](C)CN([C@@H](C)CO)C(=O)c2cc(NC(=O)Nc3ccc4c(c3)OCO4)ccc2O1,5,-15,2,2,-1,-23,1,-0.2

As entered above.
Value for COc1ccc(S(=O)(=O)N2CC(=O)Nc3ccccc32)cc1C in ARNT-TACC3 inh: 0
Value for O=C(CCCN=C1NS(=O)(=O)c2ccccc21)OCC(=O)c1ccccc1 in PglD DTNB: -3
Value for NC(c1csc(Nc2cc(Oc3ccccc3)ncn2)n1)C1CCCCC1 (centres undefined) in PglD DTNB: 0
Value for CCOC(=O)c1[nH]c(C)c(C(=O)OCC(=O)NCc2ccc(OC)c(OC)c2)c1C in RAD52 anneal inh: -9

From PubChem BioAssay

Rows were taken by chance, and some 3.2% of all compounds hit somewhere here.
